Salmonella PhoP GFP = PhoP-dependent GFP reporter repression – Salmonella Typhimurium, primary screen (AID 1863); S. Typhimurium PhoP-regulated promoter GFP reporter, 4 h; higher % means a stronger effect; inhibition, % at 50 µM; hits with a dose series show IC50 in µM; actives 0.16% (n = 300,000);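 active means inhibition over 29.93%, a cutoff 3 SD above the screen mean, later confirmed by dose response; inconclusive means inhibition over 29.93% but no dose response follow-up; inactive means inhibition at most 29.93% or unconfirmed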;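 further: 0% = low Mg2+ inducing control and 100% = high Mg2+ repressing control; strong numbers were not always called active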
GPR35 antagonists = inhibition of zaprinast-stimulated GPR35 beta-arrestin translocation – imaging, U2OS, beta-arrestin-GFP, zaprinast agonist, primary screen (AID 2058); U2OS GPR35 beta-arrestin-GFP translocation imaging, zaprinast antagonism; higher % means a stronger effect; one-dose inhibition, % at 10 µM; IC50 in µM for titrated hits; actives 0.052% (n = 290,000);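 active means inhibition of at least 50% with at least 30 cells and total cytoplasm GFP at most 10,000,000; inconclusive means under 30 cells or total GFP of 10,000,000 plus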
GPR55 antagonists = inhibition of LPI-stimulated GPR55 beta-arrestin translocation – imaging, U2OS, beta-arrestin-GFP, LPI agonist, primary screen (AID 2013) | U2OS GPR55 beta-arrestin-GFP translocation imaging, LPI antagonism; higher % means a stronger effect | inhibition, % at 10 µM, or IC50 in µM where a hit was titrated | actives 0.13% (n = 290,000);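 active means spots per cell inhibited over 60%, with over 100 cells counted and total cytoplasm intensity under 500,000; inconclusive means wells with under 100 cells, flagged as likely toxic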;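 further: U2OS cells stably carrying GPR55 and arrestin-GFP stimulated by 5 µM LPI near EC80; imaged beta-arrestin-GFP aggregate spots per cell after agonist stimulation; plate controls were LPI-stimulated DMSO wells for no effect and DMSO wells without LPI for full effect; some results filed as inactive read as strong as hits; confirmed hits need IC50 under 10 µM and bright autofluorescent wells are also inconclusive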
K1F lysis inhibition = protection from phage-mediated lysis, alamar blue read-out – E. coli UTI89, K1F phage, bacterial capsule biogenesis inhibitors (AID 488966); actives 0.02% (n = 340,000); E. coli UTI89 K1F phage lysis, alamar blue, 2 h; higher % means a stronger effect; inhibition, % at 100 µM, or IC50 in µM where a hit was titrated;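 active means phage lysis inhibition, versus mean bacterial control, above a set limit; inconclusive means no clear call, values can overlap the other calls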;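 further: capsule biogenesis inhibitors block K1F phage lysis so surviving cells raise fluorescence; higher fluorescence means more inhibition of phage lysis; actives were called in the ten point dose series up to 300 µM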
HIV peptide binding = cell-free HIV fusion peptide-binding blockers – biochemical, uHTS, fluorescence dequenching, primary screen (AID 1986); cell-free peptide binding, fluorescence dequenching, 30 min; higher % means a stronger effect; one-dose inhibition, % at 20 µM; IC50 in µM for titrated hits; actives 0.3% (n = 290,000); in the data active means inhibition mostly above about 52%, no sharp cut-off; inactive means mostly below about 76%; further: some results filed as inactive read as strong as hits
Large T inhibition = SV40 large T antigen inhibitors, biochemical (AID 1903) | inhibition, % at 20 µM; hits with a dose series show IC50 in µM | actives 0.39% (n = 310,000) | SV40 large T antigen ATPase/helicase inhibition assay; higher % means a stronger effect; in the data active means a potency from the dose series; inconclusive means inhibition mostly from about 32% at the one dose, without a potency; inactive means the rest, 99 in 100 with inhibition below about 32%; further: strong numbers were not always called active
Dengue-2 NS5 capping = Dengue-2 NS5 methyltransferase inhibitors, primary screen, biochemical, confirmation dose response (AID 588689); inhibition, % at 25 µM; hits with a dose series show IC50 in µM; actives 0.3% (n = 340,000); Dengue-2 NS5 methyltransferase capping enzyme assay, biochemical; higher % means a stronger effect; in the data active means a potency from the dose series; inconclusive means inhibition above about 29% without an active follow-up result
RSV antiviral HEp-2 = RSV antiviral activity via CPE protection, HEp-2 cells, primary 10 µM value included (AID 2391). HEp-2 cells, RSV-induced CPE inhibition; higher % means a stronger effect. actives 0.13% (n = 310,000). CPE inhibition, % at 10 µM; hits with a dose series show IC50 in µM; in the data active means a potency from the dose series; inconclusive means CPE inhibition mostly from about 23% at the one dose, without a potency; inactive means the rest, 99 in 100 with CPE inhibition below about 21%; further: strong numbers were not always called active
MgcRacGAP inhibition = MgcRacGAP GTPase-activating activity inhibitors, confirmation, biochemical, ADP Hunter fluorescence; actives 0.6% (n = 340,000); one-dose inhibition, % at 30 µM; IC50 in µM for titrated hits; MgcRacGAP-stimulated Rac1 GTP hydrolysis, ADP Hunter fluorescence; higher % means a stronger effect; GST-tagged Rac1 F28L mutant substrate;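 active means first-screen hits whose inhibition reached a set limit at any dose in the follow-up dose series; inconclusive means inhibition above the set first-screen limit but never retested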;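 further: fluorescence reports GDP produced by GAP-driven GTP hydrolysis; strong numbers were not always called active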
Dengue-2 NS5 capping pilot replicate = recorded beside Dengue-2 NS5 capping, whose call it bears; inhibition, %; measured here: pilot screen replicate inhibition
* = called active by the depositor; ? = inconclusive; · = no result given; [ ] = dose if it differs, or a comment.

SMILES | Salmonella PhoP GFP | GPR35 antagonists | GPR55 antagonists | K1F lysis inhibition | HIV peptide binding | Large T inhibition | Dengue-2 NS5 capping | RSV antiviral HEp-2 | MgcRacGAP inhibition | others
COc1ccc(COC(=O)N/C=C/c2ccco2)cc1 | -2% | -10% | -6% | 0.9% | 15% | 10% | -13% | 0.6% | 8%
COc1ccc(-c2csc(NC(=O)CSCC(=O)Nc3cc(C)on3)n2)cc1OC | -5% | · | · | 0.6%[50 µM] | · | 13% | -3% | 4.6% | 2%
Cc1ccc2nc(-c3cccc(Br)c3)cc(C(=O)Nn3cnnc3)c2c1 | -7% | 8% | -1% | 0.1% | 10% | 3% | -10% | -0.8% | 7%
CC1CN(C(=O)COC(=O)c2cc([N+](=O)[O-])ccc2Cl)CC(C)O1 (centres undefined) | 6% | 2% | 0% | -0.3% | 0.8% | 2% | -9% | -1.8% | 7%
COc1ccccc1C(=O)Nc1ccc(S(=O)(=O)N2CCc3ccccc32)cc1 | 14% | 4% | 14% | 0.1% | 0.8% | -4% | 1% | 40% | 12%
O=C(Cn1cc(C(F)(F)F)ccc1=O)NC1CCCC1 | · | · | · | 0.5%[50 µM] | · | · | -6% | 2.1% | 5%
O=C(Nc1ccc(N2CCOCC2)c(Cl)c1)c1ccc(Br)o1 | 11% | -5% | 14% | -2.3% | -3.2% | 18% | 0% | 0.7% | 6%
COc1ccc(CCNC(=O)c2ccc(-c3ccc([N+](=O)[O-])cc3Cl)o2)cc1OC | 3% | -17% | -9% | 4.7% | 9.1% | 25% | -5% | ? | 7%
O=C(CN1C(=O)NC2(CCCC2)C1=O)Nc1ccc(F)c([N+](=O)[O-])c1 | -4% | 0% | 7% | 0.2% | 0.0% | -1% | 10% | -0.2% | 4%
CC(OC(=O)Cn1[nH]c(=O)c2ccccc2c1=O)C(=O)Nc1cccc(Cl)c1 (centres undefined) | 0% | · | · | 0.8%[50 µM] | · | -3% | -8% | -0.8% | -1%
Cc1ccc(-n2nc(C)c3c(=O)[nH]c(C(F)(F)F)nc32)cc1 | -10% | -1% | -7% | · | 6.2% | 3% | · | 4.0% | ·
O=C(NCc1ccco1)C1CCN(C(=O)Cc2ccccc2)CC1 | 1% | 4% | 5% | 0.3% | -2.5% | 3% | 1% | 1.2% | 10%
Cc1cc(-c2nc3ncccc3o2)ccc1NC(=S)NC(=O)C(C)C | 0% | -1% | 8% | -0.2% | 1.7% | 5% | 19% | 0.8% | -6%
CC(=O)N1CCOc2ccc(S(=O)(=O)NCCc3ccccc3)cc21 | -10% | -6% | 18% | 0.0% | -1.0% | 0% | 4% | 0.6% | -14%
O=C(O)[C@@H]1CCCN1C(=O)c1ccco1 | 7% | 10% | 10% | 0.2% | -1.7% | 4% | 1% | 0.5% | 4%
Cn1c(CNC(=O)Cc2ccc3c(c2)OCO3)nnc1SCc1ccccc1 | -7% | -4% | 8% | 8.6% | -2.7% | 10% | 3% | -0.1% | 4%
COC(=O)c1cccnc1N1CCN(c2ccccc2F)CC1 | -9% | 6% | 6% | 0.1% | -0.3% | -1% | 0% | 0.4% | 17%
Cc1ccc(CN2CCN(/N=C\C=C\c3ccccc3)CC2)cc1 | -4% | -3% | 15% | 0.6% | -2.0% | 5% | · | 4.0% | 8%
Cc1ccc(NC(=S)Nc2cccc3cnccc23)c(C)c1 | 8% | -3% | 2% | -0.2% | 16% | 10% | 11% | 0.5% | 8%
CC1=C(C(=O)OCCNC(=O)c2cccnc2)C(c2cccc([N+](=O)[O-])c2)C(C(=O)OCCN(C)C)=C(C)N1 (centres undefined) | -3% | -4% | 3% | 1.5%[50 µM] | 1.5% | 4% | -12% | 0.9% | 7%
COc1cc2nc(CN3CCN(S(=O)(=O)c4c(F)cccc4F)CC3)[nH]c(=O)c2cc1OC | · | · | · | 0.4%[50 µM] | · | · | -10% | 0.4% | 7%
Cc1ccc(Sc2ccc(/C=N/O)cc2[N+](=O)[O-])cc1 | 3% | -2% | 11% | 0.0% | -2.4% | 2% | 8% | · | 3%
CCOc1ccccc1N(C)C(=O)c1nn(-c2ccc(OC)cc2OC)c(=O)c2ccccc12 | -1% | 6% | -9% | -0.1% | -2.3% | 5% | -8% | 1.4% | 13%
O=C(N/N=C/c1c(O)ccc2ccccc12)c1cccc(C(F)(F)F)c1 | 16% | 19% | 4% | 0.5%[50 µM] | 19% | 18% | -11% | 2.2% | 11%
CCC1CCCCN1C(=O)c1ccc(OC2CCN(C(=O)CCOC)CC2)cc1 (centres undefined) | 13% | 10% | 1% | -0.1% | -0.9% | 15% | -9% | 0.1% | 4%
Cc1nn(Cc2ccccc2)c2ncccc12 | -10% | 7% | 0% | -1.8% | 0.9% | 6% | · | 0.8% | 1%
CCOc1ccc(S(=O)(=O)N2CCN(C(=O)CN3C(=O)NC(C)(C)C3=O)CC2)cc1 | · | · | · | 0.9%[50 µM] | · | · | 0% | 2.3% | 0%
COc1ccc(-c2nnc(NC(=O)c3ccc4c(c3)OCCO4)o2)cc1 | -2% | -2% | -2% | 0.3% | -2.1% | -7% | 4% | -0.5% | 5%
CN(C)C(=O)/C(=C\c1ccncc1)NC(=O)c1ccccc1 | · | 12% | 7% | 0.3% | -0.8% | · | -6% | 0.7% | 1%
CCC(=O)c1cc2c(C)cc(=O)oc2c(C)c1OC | -8% | -6% | 5% | 0.2% | -1.4% | 5% | -2% | 1.2% | 7% | Dengue-2 NS5 capping pilot replicate=2.4
CC(C)NC(=O)CC1C(=O)NCCN1CC(c1ccccc1)c1ccccc1 (centres undefined) | -6% | -17% | 1% | -1.3% | 1.5% | -5% | -2% | -1.6% | -1%
CCn1c(CNc2cccc(C(F)(F)F)c2)n[nH]c1=S | 0% | -2% | -4% | 0.1% | -0.7% | 24% | · | 3.3% | 7%
Cc1cccc(C)c1OCC(=O)Nn1c(COc2ccccc2)nc2ccccc2c1=O | 36% | 13% | -2% | 3.6% | 1.3% | 2% | -2% | 0.5% | 5%
Nc1nnc(-c2cccc([N+](=O)[O-])c2)o1 | -1% | 9% | 7% | 0.1% | -2.0% | -1% | 6% | 0.0% | 12%
C=CCOCC(O)CS(=O)(=O)Cc1ccc(Cl)cc1 (centres undefined) | -1% | -12% | 12% | 0.4% | -1.1% | 13% | -3% | 0.8% | 9%
COc1ccc(C(=O)c2ccccc2)c2c(O)ccc(C(=O)c3ccccc3)c12 | -14% | 0% | 7% | -0.1% | 0.4% | 3% | 6% | 1.4% | 11%
CCOC(=O)C1CCN(S(=O)(=O)c2c(C)[nH]c(=O)[nH]c2=O)CC1 | 9% | -17% | -2% | 4.3% | -1.0% | 0% | -2% | 0.1% | 3%
Cn1c(=O)c2c(-c3ccccc3)n(-c3ccccc3O)cc2n(C)c1=O | -2% | 28% | 15% | 0.4% | 2.7% | 18% | 1% | 0.8% | 5%
CC(C)CCOc1ccc(/C=N/N2C(=O)CSC2=S)cc1 | 6% | -10% | 11% | 0.6% | 7.8% | 12% | -2% | 2.0% | -4%
O=C(COc1ccc2c3c(c(=O)oc2c1)CCC3)NCc1ccccn1 | -8% | -18% | -1% | 0.0% | 0.2% | 2% | -8% | 3.2% | 6%
CN(CCCNC(=O)c1cc2c(Cl)nc3ccccc3c2s1)Cc1ccccc1 | -7% | 7% | 19% | -0.7% | -1.0% | 5% | 0% | -1.9% | 15%
COc1ccc(C(=O)Nc2c(N)nc(SCC(=O)Nc3ccc(NC(C)=O)cc3)[nH]c2=O)cc1 | -5% | -2% | 4% | 0.2% | 1.2% | -5% | -4% | -0.1% | 7%
CC(C)Oc1ccc(C2CC(=O)N(c3cccc(Br)c3)C2=O)cc1 (centres undefined) | -2% | 2% | 0% | · | 0.1% | 17% | · | · | ·
CCCC(=O)Nc1c(-c2cccs2)c(=O)c2ccccc2n1C | 2% | 3% | 1% | 1.6% | 0.6% | 7% | -3% | -0.8% | 8%
CCN(C(=O)CSc1nnc(C2CC2)n1-c1ccccc1)C1CCS(=O)(=O)C1 (centres undefined) | · | · | · | 0.1%[50 µM] | · | · | -11% | 0.4% | 3%
Cc1ccc(N2C(=O)CS/C2=C(\C(Cl)=C(Cl)Cl)[N+](=O)[O-])cc1 | 19% | -4% | 4% | -0.1% | 1.3% | 4% | 5% | 5.1% | 13%
COc1ccccc1C(=O)NNC(=O)C1CCN(C(=O)OC(C)(C)C)CC1 | 9% | -21% | 8% | 0.1% | -0.4% | -1% | 0% | 0.8% | 7%
COCCn1c(=O)[nH]c(=O)c2c1nc(-c1cc(Br)c3c(c1)OCO3)n2Cc1ccccc1 | 4% | -15% | 5% | 0.1% | -1.8% | 7% | -4% | 1.8% | -2%
Cc1ccc(NC(=O)Nc2nnc(Cc3ccc(F)cc3)s2)cc1 | 11% | 0% | 2% | 1.5%[50 µM] | -1.6% | -1% | 4% | 7.0% | 5%
Cc1ccc(CNC(=O)Cn2ccc3cc(S(=O)(=O)N4CCCC4)ccc32)o1 | -16% | -6% | -4% | 0.4% | -0.9% | 15% | -2% | 2.5% | 8%
O=C(NS(=O)(=O)Oc1ccc(Cl)cc1)OC[C@@H]1CCCN2CCCC[C@H]12 | -6% | -13% | 19% | 2.8% | -1.2% | 8% | -4% | 1.3% | 9%
CC(=O)c1cnn(-c2ccccc2)c1C | -5% | 0% | 10% | -0.3% | 0.7% | 7% | · | 3.3% | -2%
Nc1ncnc2sc3c(c12)CCNC3 | -5% | 14% | -16% | 0.2% | 0.4% | 4% | 0% | -0.9% | 11%
CCN(CC)C(=O)CSc1nc(-c2ccccc2)ccc1C#N | -7% | -11% | 7% | -0.4% | -1.0% | 6% | -6% | 1.9% | 3%
Cc1cc2c(cc1S(=O)(=O)Nc1cccc(F)c1C)NC(=O)CO2 | -14% | 11% | 5% | -1.2% | 1.6% | 8% | -4% | 2.5% | 2%
Cc1cc(C)cc(NC(=O)c2c(C)nc3ccccn23)c1 | 4% | -5% | -6% | 1.1% | 0.2% | 4% | · | -0.9% | -4%
Cc1nnc(SCC(=O)NCc2ccco2)n1-c1ccccc1 | -1% | 2% | -7% | 0.3% | -1.6% | 5% | 3% | 1.8% | 10% | Dengue-2 NS5 capping pilot replicate=1.2
COc1ccc(S(=O)(=O)N(CC(=O)NC2CC2)Cc2ccccc2)cc1 | 2% | 0% | -5% | 0.2% | 0.8% | -7% | -11% | 0.8% | -4%

Screening data: PubChem, several laboratories
